# BoNT-A LC inh2 = BoNT/A light chain protease inhibitors, primary screen, biochemical, flow cytometry, MLPCN library; Botulinum neurotoxin type A light chain protease (Clostridium botulinum A str. ATCC 3502); inhibition, % at 10 µM; multiplex microsphere protease substrate cleavage; hit rate 0.17% among 360,000; note: plate controls were buffer without enzyme for full effect and enzyme alone for no effect
# BH1578 lux ind = inducers of Vibrio cholerae quorum light production without autoinducers, primary screen, BH1578 luxS cqsA deficient, single point. hit rate 0.16% among 350,000. V. cholerae BH1578 lux reporter, luminescence, 6 h. activation, % at 18.7 µM; in the data active = activation mostly above about 9.7%, no sharp cut-off; inconclusive = no clear call, values can overlap the other calls; inactive = mostly below about 3.7%; note: not every result past the cut was called active; inactives centre near 0; reference of the scale not given here
# Anthrax LF inh2 = Bacillus anthracis LF protease inhibitors, primary screen, biochemical, multiplex microsphere, MLPCN library; Lethal factor (Bacillus anthracis), P15917; multiplex microsphere protease cleavage assay; inhibition, % at 10 µM; hit rate 0.12% among 360,000; AID 588501, 2011; note: plate controls were buffer without enzyme for full effect and enzyme alone for no effect
# TcdB GH inh = TcdB glycohydrolase inhibitors, primary screen, biochemical, single point, plate reader; Toxin B (Clostridioides difficile), P18177; TcdB glycohydrolase enzymatic assay; inhibition, % at 9.99 µM; hit rate 0.24% among 350,000; in the data active = inhibition above about 10%
# Target sequence (P18177 whole entry, looked up): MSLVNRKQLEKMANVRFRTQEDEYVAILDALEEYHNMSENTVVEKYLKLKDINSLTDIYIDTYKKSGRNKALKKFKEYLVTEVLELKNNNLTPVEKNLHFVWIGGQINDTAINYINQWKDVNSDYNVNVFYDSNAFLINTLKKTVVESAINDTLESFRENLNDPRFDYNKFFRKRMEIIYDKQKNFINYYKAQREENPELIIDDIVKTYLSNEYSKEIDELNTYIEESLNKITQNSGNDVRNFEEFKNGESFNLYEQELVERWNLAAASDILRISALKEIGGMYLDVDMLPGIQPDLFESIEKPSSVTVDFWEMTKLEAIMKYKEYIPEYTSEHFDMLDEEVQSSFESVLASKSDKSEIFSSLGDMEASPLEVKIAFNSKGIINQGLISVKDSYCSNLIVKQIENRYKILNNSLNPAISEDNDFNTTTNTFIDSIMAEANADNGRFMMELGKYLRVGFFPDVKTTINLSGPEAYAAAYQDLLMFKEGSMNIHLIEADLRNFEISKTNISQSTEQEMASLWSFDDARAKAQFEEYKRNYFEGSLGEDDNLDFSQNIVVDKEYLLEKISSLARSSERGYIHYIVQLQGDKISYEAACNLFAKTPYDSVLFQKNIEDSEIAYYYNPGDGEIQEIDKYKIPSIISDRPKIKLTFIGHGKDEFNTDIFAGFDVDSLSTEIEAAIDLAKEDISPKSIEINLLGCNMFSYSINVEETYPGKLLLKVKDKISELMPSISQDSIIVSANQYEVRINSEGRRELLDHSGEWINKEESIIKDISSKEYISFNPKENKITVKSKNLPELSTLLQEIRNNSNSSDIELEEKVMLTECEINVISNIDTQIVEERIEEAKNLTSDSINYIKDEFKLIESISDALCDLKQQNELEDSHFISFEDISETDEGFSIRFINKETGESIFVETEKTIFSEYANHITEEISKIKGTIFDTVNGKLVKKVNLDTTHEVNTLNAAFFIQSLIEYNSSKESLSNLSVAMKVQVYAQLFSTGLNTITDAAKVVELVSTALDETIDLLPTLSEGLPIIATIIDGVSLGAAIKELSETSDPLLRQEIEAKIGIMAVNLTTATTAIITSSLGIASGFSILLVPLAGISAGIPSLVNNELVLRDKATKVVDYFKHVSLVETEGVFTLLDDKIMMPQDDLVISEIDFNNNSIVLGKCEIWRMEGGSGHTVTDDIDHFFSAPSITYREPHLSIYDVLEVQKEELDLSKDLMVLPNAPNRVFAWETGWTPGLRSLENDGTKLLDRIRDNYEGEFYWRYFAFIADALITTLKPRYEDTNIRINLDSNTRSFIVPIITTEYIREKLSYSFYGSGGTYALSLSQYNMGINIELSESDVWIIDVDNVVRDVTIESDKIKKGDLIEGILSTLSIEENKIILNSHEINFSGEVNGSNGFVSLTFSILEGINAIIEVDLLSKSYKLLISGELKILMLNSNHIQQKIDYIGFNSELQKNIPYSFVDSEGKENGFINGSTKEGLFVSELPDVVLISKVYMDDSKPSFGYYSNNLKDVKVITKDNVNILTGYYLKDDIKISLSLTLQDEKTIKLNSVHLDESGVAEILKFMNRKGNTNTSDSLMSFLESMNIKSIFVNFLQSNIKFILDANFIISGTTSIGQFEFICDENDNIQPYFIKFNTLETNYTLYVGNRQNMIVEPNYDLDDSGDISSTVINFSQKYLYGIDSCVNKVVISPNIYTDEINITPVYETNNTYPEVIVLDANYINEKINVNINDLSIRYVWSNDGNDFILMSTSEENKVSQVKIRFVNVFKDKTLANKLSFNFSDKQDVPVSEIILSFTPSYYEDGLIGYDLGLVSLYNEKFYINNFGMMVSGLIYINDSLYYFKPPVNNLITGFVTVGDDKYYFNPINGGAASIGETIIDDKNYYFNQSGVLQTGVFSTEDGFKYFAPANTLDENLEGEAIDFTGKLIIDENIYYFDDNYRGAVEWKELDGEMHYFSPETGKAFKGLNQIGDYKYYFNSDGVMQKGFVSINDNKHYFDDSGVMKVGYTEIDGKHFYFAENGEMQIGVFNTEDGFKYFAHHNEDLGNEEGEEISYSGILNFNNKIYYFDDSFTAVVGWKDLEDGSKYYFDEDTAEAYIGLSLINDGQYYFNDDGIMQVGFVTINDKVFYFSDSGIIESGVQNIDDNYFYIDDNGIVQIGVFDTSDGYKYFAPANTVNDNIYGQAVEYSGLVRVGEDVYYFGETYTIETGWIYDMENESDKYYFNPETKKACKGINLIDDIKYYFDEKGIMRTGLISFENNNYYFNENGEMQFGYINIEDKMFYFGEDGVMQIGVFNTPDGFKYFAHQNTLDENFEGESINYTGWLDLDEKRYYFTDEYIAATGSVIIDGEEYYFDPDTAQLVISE
# PrPC TRFRET = inhibitors of human cell surface prion protein PrPC, primary screen, cell-based, TR-FRET; TR-FRET read-out; hit rate 0.43% among 370,000; inhibition, % at 13.8 µM; Major prion protein (Homo sapiens), P04156; in the data active = inhibition above about 24%; note: 0% = median of the test wells and 100% = reference compound wells
# PriA SSB inh = inhibitors of Klebsiella pneumoniae PriA binding to SSB C-terminal tail, primary screen, biochemical, AlphaScreen. AlphaScreen SSBct-PriA binding, biotinylated peptide. PriA–SSB C-terminal tail interaction (Klebsiella pneumoniae). hit rate 0.6% among 430,000. inhibition, % at 33 µM. AID 1272365, 2023; in the data active = inhibition mostly above about 37%, no sharp cut-off; inactive = mostly below about 20%;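 note: plate controls were negative control peptide for no effect and reference peptide for full effect; strong numbers were not always called active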
# Yp Topo-I inh = Yersinia pestis topoisomerase I inhibitors, primary screen, biochemical, cleavage product accumulation, plate reader, single point. Y. pestis Topo-I cleavage product accumulation. hit rate 0.064% among 360,000. DNA topoisomerase I (Yersinia pestis CO92). activity, % at 10 µM; in the data active = activity above about 50%, passing the limit was not always enough; inconclusive = no clear call, values can overlap the other calls; note: inactives centre near 2
# 3CLpro inhibitor = SARS-CoV 3CLpro protease inhibitors, primary screen, biochemical, quenched FRET. Replicase polyprotein 1ab (Severe acute respiratory syndrome coronavirus), P0C6X7. recombinant SARS-CoV 3CLpro, quenched FRET peptide cleavage. inhibition, % at 6 µM. hit rate 0.14% among 290,000. AID 1706, 2009; in the data active = inhibition above about 12%
# PfHsp40 yeast = rescue of yeast from PfHsp40 toxicity, primary screen, S. cerevisiae, ATP luminescence; S. cerevisiae expressing PfHsp40, growth rescue; growth rescue, % at 12.5 µM; hit rate 0.68% among 340,000; AID 504582, 2011; in the data active = growth rescue above about 28%, passing the limit was not always enough; inconclusive = no clear call, values can overlap the other calls;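 note: yeast W303a lacking pdr1 and pdr3 grown in galactose medium; growth measured after three days at 30 °C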
# * hit, by the source's call; i = inactive; ? = inconclusive; / = not tested or not shown; & = joins results of further samples. Cut-off read from the data, not from the text of the source, unless noted: active = inhibition above about 30%; inconclusive = no clear call, values can overlap the other calls; inactive = below that. Not all compounds are listed; count on the stated rates, not on these rows.
SMILES,BoNT-A LC inh2,BH1578 lux ind,Anthrax LF inh2,TcdB GH inh,PrPC TRFRET,PriA SSB inh,Yp Topo-I inh,3CLpro inhibitor,PfHsp40 yeast
CC(C)(C)c1ccc(CCC(CC(=O)O)CC(=O)O)cc1,0.8,-0.3,4,-0.8,-2,-3,-12,-3,1.9
CCOC(=O)Cc1ccc(NS(=O)(=O)c2ccc(SC)cc2)cc1,0.6,i,-4,/,9,-19,11,0,2.5
CC(C)NC(=O)C1CCN(C2CCN(Cc3cn[nH]c3-c3ccccc3)CC2)CC1,-1.1,-0.6,-9,0.7,-2,-5,3,2,4.5
C[n+]1ccccc1/C=C1\Sc2ccccc2N1CCO,0.5,i,12,-5.6,-15,-7,3,1,-2.1
Cc1ccc(-c2nc(N/N=C/c3ccncc3)c3ccccc3n2)cc1,0.4,-6.2,-2,/,-9,/,-5,3,0.3
Cc1noc(C)c1COc1ccc(C(=O)NNC(=O)c2ccccc2F)cc1,-1.0,i,-1,/,/,-7,-14,/,-0.7
CCOC(=O)N1CCN(C(=O)CCc2ccc(S(=O)(=O)NC(C)C)cc2)CC1,0.4,-0.8,-9,3.9,2,-12,-12,5,-1.9
CN=c1sc2ccccc2n1CC(O)COc1ccccc1 (stereo unspecified),0.2,i,-4,3.1,-5,-25,9,4,-0.5
COc1cc(C(=O)NNC(=O)COc2ccc(Cl)cc2)ccc1OCC(=O)N1CCOCC1,-0.6,1.3,4,1.1,-3,-11,-9,/,-0.9
Cc1cc(OCC(=O)Nc2ccncc2)ccc1Cl,3.0,i,3,-0.3,13,-18,6,-1,-1.5
CCOCCOCN(C#N)c1nc(OC)nc(N(C)C)n1,-0.1,1.9,-3,/,0,-11,2,0,-0.9
CC1CCCC(C)N1/N=C/c1ccc(C#N)cc1 (stereo unspecified),-0.3,-0.4,-7,1.0,0,/,2,0,-1.4
O=C(CSc1nnc(CNC(=O)c2ccccc2F)o1)NC1CCCCC1,-0.7,-0.4,-3,1.0,1,1,2,4,0.1
COc1ccc(-n2cnnc2SCC(=O)Nc2nc(C)c(Cl)cc2Cl)cc1,0.0,i,-1,/,6,-4,-4,-2,-0.4
C[C@@H]1CN([C@@H](C)CO)C(=O)CCCn2nncc2CO[C@H]1CN(C)Cc1cccc2c1OCCCO2,0.1,-0.4,-3,1.6&-0.3,2,/,4,/,/
O=C(NNC1=C(C(=O)C(F)(F)F)CCC1)c1ccc(Br)cc1,-1.1,i,-6,0.3,11,8,-6,3,5.9
CCS(=O)(=O)c1nc(S(=O)(=O)c2ccc(Cl)cc2)c(N2CCN(CCO)CC2)s1,-3.9,-0.9,-2,0.9,3,-15,16,-5,0.1
Cc1ccc(-c2nc(C3CCN(S(C)(=O)=O)CC3)no2)cc1,-1.9,i,-4,/,9,-5,6,3,-0.7
O=C(Nc1ccc(F)c(Cl)c1)C1Cc2c(-c3ccc4c(c3)OCO4)ccnc2O1 (stereo unspecified),0.1,0.4,1,-2.2,-1,/,4,/,/
C/C=C(\NC(C)=O)c1ccccc1,-0.2,1.7,-10,0.7,-4,-2,2,/,-1.3

# Four records drawn at random from the list so far:
SMILES,BoNT-A LC inh2,BH1578 lux ind,Anthrax LF inh2,TcdB GH inh,PrPC TRFRET,PriA SSB inh,Yp Topo-I inh,3CLpro inhibitor,PfHsp40 yeast
O=C(CSc1nnc(CNC(=O)c2ccccc2F)o1)NC1CCCCC1,-0.7,-0.4,-3,1.0,1,1,2,4,0.1
O=C(Nc1ccc(F)c(Cl)c1)C1Cc2c(-c3ccc4c(c3)OCO4)ccnc2O1 (stereo unspecified),0.1,0.4,1,-2.2,-1,/,4,/,/
COc1ccc(-n2cnnc2SCC(=O)Nc2nc(C)c(Cl)cc2Cl)cc1,0.0,i,-1,/,6,-4,-4,-2,-0.4
O=C(NNC1=C(C(=O)C(F)(F)F)CCC1)c1ccc(Br)cc1,-1.1,i,-6,0.3,11,8,-6,3,5.9

# (further entries)
SMILES,BoNT-A LC inh2,BH1578 lux ind,Anthrax LF inh2,TcdB GH inh,PrPC TRFRET,PriA SSB inh,Yp Topo-I inh,3CLpro inhibitor,PfHsp40 yeast
O=C(COC(=O)CCS(=O)(=O)c1ccccc1)Nc1ccccc1,0.0,-3.2,1,-1.6,2,-7,2,/,0.5
COc1cc(C)ccc1OCc1cc(C(=O)N(Cc2nccn2C)C(C)C)no1,-0.3,-0.3,-1,1.3,-12,1,-7,-3,-0.5
CCn1nnnc1SCC(=O)N1c2ccccc2NC(=O)CC1C (stereo unspecified),-0.3,-0.2,-1,0.7,-3,8,6,/,-2.5
CCN(CC(=O)Nc1sc2c(c1C#N)CCCC2)Cc1nc2ccccc2c(=O)[nH]1,-0.6,i,-1,-0.2,7,7,3,2,-0.6
Cc1ccc(N2CC(C(=O)Nc3cc(C)on3)CC2=O)c(C)c1 (stereo unspecified),-0.6,i,-7,0.9,5,-4,6,1,-0.7
CC[C@H](C)[C@@H](C(=O)N1CCNCC1)n1cc([C@@H](N)CO)nn1,0.0,i,3,0.8,-3,-14,0,0,-0.7
Cc1ccccc1-n1c(=O)cc(N2CC(C)OC(C)C2)[nH]c1=O (stereo unspecified),1.1,-4.2,0,/,0,-4,-4,-5,-0.6
O=C(NNC(=O)c1nn(-c2ccc(F)cc2)ccc1=O)c1ccc(Cl)cc1,-5.6,-0.7,-20,0.0,-2,-19,1,2,0.7
CCc1ccc(N(C(=O)c2csnn2)C(C(=O)NC2CCCCC2)c2ccncc2)cc1 (stereo unspecified),-1.4,-8.8,-13,0.8,4,5,7,0,0.1
COc1ccc(CNc2ccc3c(c2)nc(C)n3C)cc1,-0.2,-0.2,0,/,-4,7,-17,-3,0.7
C=CCc1cccc(/C=N/NC(=O)C[n+]2ccccc2)c1O,-1.9,0.5,0,-14,-2,/,-12,-3,2.8
COC(=O)c1ccc(=O)n(CC(=O)c2ccc(Cl)cc2)c1,0.0,-0.4,-5,-1.2,-2,-7,6,3,0.0
O=C(Cn1ccc([N+](=O)[O-])n1)N1CCCCCC1,0.9,i,0,0.1,4,-32,-6,2,1.2
Oc1ccc(-c2cnc3c(Nc4cccc(OC(F)(F)C(F)F)c4)nccn23)cc1,0.2,0.9,-5,1.4,25*,/,10,/,/
CC1Cc2ccccc2N1C(=O)Cn1nnc(-c2ccccc2NC(=O)C2CCC2)n1 (stereo unspecified),-2.0,i,-6,/,2,-4,11,3,3.7
Cc1cc(NS(=O)(=O)c2ccc(NC(=O)/C=C/c3ccccc3)cc2)nc(C)n1,-0.3,i,0,-1.1,-1,-2,6,/,-0.8
Cc1cccnc1NC(=O)C12CCC(C)(C(=O)O1)C2(C)C (stereo unspecified),1.0,-0.2,0,/,0,-8,-1,2,-0.6
C=C(C)Cn1c(=O)c(NC(=O)c2ccccc2)c2n(c1=S)CCC2,0.2,i,0,/,9,1,1,-2,0.0
CCCCN(Cc1ccco1)S(=O)(=O)c1ccc(-c2ccc(=O)[nH]n2)s1,3.3,-0.3,0,0.9,6,3,27,-7,5.0
O=C(c1ccc(Cl)cc1)c1ccccc1C(=O)N1CCOCC1,-2.2,i,-7,3.8,4,-14,4,-3,1.2
COc1cc(/C=N/Nc2ccccn2)ccc1OCC(C)C,-1.0,-0.5,-2,-2.0,-4,/,7,-1,0.7
CC(NC(=O)c1ccco1)c1nc(-c2ccccc2Cl)no1 (stereo unspecified),?,i,-30,0.6,-8,0,-1,-5,-1.5
CC(C)N(CCNC(=O)c1ccc(OCC2CCCO2)cc1)C(C)C (stereo unspecified),2.2,-0.3,2,1.0,-4,6,-10,-4,-0.9
O=[N+]([O-])c1cc(CSC2=NCCN2)ccc1O,-0.9,-0.1,-4,1.3,-9,0,-3,-2,0.7
COc1ccc(CNC(=O)CCCN2C(=O)NC3(CCCC3)C2=O)cc1,-0.8,-0.7,-7,0.2,-2,7,8,/,-0.8
O=C(COC(=O)C1=NNC(=O)CC1)NCCc1ccccc1,/,-1.4,/,-7.5,0,-11,-2,/,0.6
C=CCN1C(=O)C(C(C)CC)NC1=S (stereo unspecified),?,2.5,-5,/,1,-13,0,0,-0.1
O=C(NC1CCCCC1)C(c1ccc(F)cc1)N(Cc1ccco1)C(=O)CN1C(=O)c2ccccc2S1(=O)=O (stereo unspecified),-0.4,i,2,-0.5,-4,-7,2,1,-0.4
O=C(O)CS(=O)CC(=O)NCc1cccc(C(F)(F)F)c1 (stereo unspecified),0.0,-0.4,2,0.5,-5,-6,-1,2,-0.4
CCOC(=O)Cn1c(-c2ccccc2)nc2ccccc2c1=O,-0.6,-0.6,-5,/,1,-89,8,-3,-1.4
CCOC(=O)c1cnc(SC)nc1Nc1cccc2ccccc12,0.5,-0.4,-6,/,-1,3,-2,-3,0.4
O=C(Nc1ccccc1-c1nc2ccccc2s1)C1=COCCO1,-0.4,-0.2,-3,-0.3,2,-16,10,4,-0.2
COc1ccc(-c2cc(C(F)(F)F)n3nc(N)nc3n2)cc1,-1.1,i,0,1.5,/,-8,1,1,1.2
Cc1c(C(=O)c2ccc(F)cc2F)c2ccccn2c1CCc1ccccn1,0.6,12,-2,2.7,-11,/,27,/,/
Cc1c(NC(=O)/C=C/c2cn(-c3ccccc3)nc2-c2ccccc2)c(=O)n(-c2ccccc2)n1C,0.8,1.1,6,/,0,-3,-5,5,3.0
CC(Sc1nnc(Cc2cccs2)n1C)C(=O)Nc1ccc(C(N)=O)cc1 (stereo unspecified),0.8,i,-5,1.7,4,-21,-2,/,-1.2
Nc1nonc1-n1nnc(C(=O)N/N=C/c2ccc(Cl)cc2Cl)c1CN1CCCCC1,-0.3,-0.1,11,-1.1,-1,/,-9,-4,0.6
COc1ccc(C(OCC(O)CN(C)C2CCCCC2)c2ccc(OC)cc2)cc1 (stereo unspecified),-2.8,-0.4,0,1.5,-7,14,9,-1,0.1
CCCCC(=O)NCc1ccc(F)cc1,-0.3,i,-2,/,7,-4,-1,-4,0.8
COc1ccccc1Nc1nc(N)nc(CSc2ncccn2)n1,-0.8,i,1,/,-6,-13,2,-1,0.2
COc1ccc2oc(-c3ccccc3)c(C(=O)N(C)C)c2c1,-1.8,i,0,2.1,-5,-7,8,1,1.6
O=C(Cn1nc(-c2ccccc2)c2ccccc2c1=O)Nc1ccccn1,-0.8,-0.5,-2,/,3,-20,0,4,1.7
COc1ccc(N2CCN(C(=O)CNS(=O)(=O)c3ccc(Br)s3)CC2)cc1,-1.8,i,3,-0.9,-10,4,28,-1,0.8
COc1ccc(S(=O)(=O)Cc2ccc(C(=O)N3CCN(c4cc(Cl)ccc4C)CC3)o2)cc1,0.6,-0.5,-3,-0.4,-5,-2,-7,4,18
COCCCN1C(=O)c2ccc(C(=O)Nc3cccc(OC)c3)cc2C1=O,/,i,/,/,6,-4,3,2,-1.0
Cc1ccccc1C(=O)NC(=S)NC1CCSC1=O (stereo unspecified),-0.1,i,-1,/,1,-3,3,-1,-0.2
CC(C)N1CCN(C(=O)C2CCC(=O)N(CCc3cccc(F)c3)C2)CC1 (stereo unspecified),-3.0,i,-3,1.7,-7,-6,-2,-7,-0.7
CN(CC(=O)N1CCCCC1)S(=O)(=O)c1cccc2nsnc12,0.4,-0.3,-1,0.2,-21,5,-4,4,1.3
CCOC(=O)C1CCN(C(=O)Cn2cc(C(=O)C3CC3)c3ccccc32)CC1,-0.1,4.0,4,/,-5,-1,-4,3,-2.4
COc1ccc(S(=O)(=O)N2CCCC(C(=O)NCc3ccco3)C2)cc1OC (stereo unspecified),-2.8,-0.5,0,0.4,-3,-2,-6,5,-1.7
